# Bioassay records from PubChem.
# All columns: NCI-60 one-dose screen, growth in % after 48 h at 10 µM unless noted; 100 = growth as untreated, 0 = no growth, -100 = all killed.
# SF-539 – SF-539 CNS cancer; 6.8% of 81,000 active; AID 1794752
# DU-145 – DU-145 prostate cancer. 4.2% of 81,000 active
# SF-295 – SF-295 CNS cancer cells; 5.6% of 79,000 active
# SN12C – SN12C renal cancer cells | 3.8% of 81,000 active
# U251 – U251 CNS tumor cells; 5.4% of 80,000 active
# UO-31 – UO-31 renal cancer; 5.2% of 81,000 active
# 786-0 – 786-0 renal cancer cells. 5.1% of 81,000 active. AID 1794775
# PC-3 – PC-3 prostate cancer cells; 3.9% of 80,000 active
# TK-10 – TK-10 renal cancer cells; 3.9% of 81,000 active
# Starred values were filed as active, the others as inactive; nt = not tested or not shown; & = joins results of further samples. How the source made its calls: active means growth percent below 10; inactive means the rest.
Compound,SF-539,DU-145,SF-295,SN12C,U251,UO-31,786-0,PC-3,TK-10
c1ccc(CCc2ccccn2)cc1,98,115,118,99,98,100,106,97,102
N#Cc1c(-c2cccnc2)nc(N=Nc2c(O)[nH]c3ccccc23)[nH]c1=O,100,110,98,96,103,85,95,101,102
C=CC(=O)Nc1ccccc1,94,112,96,106,97,97,99,98,105
CC1C(O)CC2CC3OC3(C)CCC3OC3(C)CCC1C2(C)C (stereo not drawn),92,109,110,101,94,77,91,nt,107
COc1cc(-c2nc(SCC(=O)N3CCN(c4cc5c(cc4F)c(=O)c(C(=O)O)cn5C4CC4)CC3)nc(Cl)c2C#N)cc(OC)c1OC,105,113,100,100,101,84,101,103,nt
CCc1ccc(C2=C/C(=C/c3ccc(Cl)cc3)C(=O)N2CCc2ccc(S(N)(=O)=O)cc2)cc1,56,44,26,29,25,17,40,11,nt
Cn1[nH]c2[nH]c(=S)sc(=S)c2c1=O,103,116,nt,98,113,89,104,89,96
COc1ccc(-c2cc(-c3cc(OC)c(OC)c(OC)c3)c(C#N)c(=O)n2CCCCC(=O)NO)cc1,58,64,79,67,61,38,84,61,68
CC[C@H](CC[C@@H](C)[C@H]1CC[C@H]2[C@@H]3CC(=O)C4=CC(=O)/C(=C\c5ccco5)C[C@]4(C)[C@H]3CC[C@]12C)C(C)C,99,99,99,85,84,63,105,68,109
O=C(Nc1ccccc1-c1ccccc1)C(=O)Nc1ccccc1-c1ccccc1,101,109,106,113,118,78,109,97,117
CCOC(=O)C1C(=O)N(C)C(=O)N1c1ccc(C)cc1 (stereo not drawn),97,109,98,104,92,91,96,93,104
O=c1[nH]c(-c2ccc(F)cc2)cc2cc(F)ccc12,97,87,85,83,70,97,55,86,97
Cc1ccc(-c2cc(-c3ccc(C)cc3)nc(N3CCN(CCNc4ccnc5cc(Cl)ccc45)CC3)n2)cc1,7.9*,22,95,35,36,-28*,-39*,45,0.9*
Fc1ccc2c(-c3cncn3Cc3ccc(I)cc3)c[nH]c2c1,84,97,70,75,93,70,nt,75,81
Oc1c(Cl)cc(Cl)c2ccc(CN3CCCCC3)nc12,29,44,27,43,31,36,36,57,nt
C=C(CN)[C@@H]1CC[C@]2(CO)CC[C@]3(C)[C@H](CC[C@@H]4[C@@]5(C)CCCNC(C)(C)[C@@H]5CC[C@]43C)[C@@H]12,85,104,105,95,82,79,89,71,102
C#CCOCC1CN(C)C(=O)O1 (stereo not drawn),102,107,105,103,103,97,110,109,110
CC(C)N(C(=O)c1ccccc1)C(C)C,98,117,105,107,96,104,106,99,98
C=C1CC[C@H](C(=C)C)[C@H]2C=C(C)C(=O)C3=C(C(=O)[C@@](C)(O)C3)[C@H]12,-98*,-45*,-86*,-51*,-96*,-100*,2.2*,-73*,-97*
COc1ccc(-c2cc(-c3ccc(Cl)cc3)nc(SCCCC(=O)NO)n2)cc1,4.6*,9.8*,-19*,2.5*,5.2*,-41*,3.7*,0.5*,14
O=C1NC(c2ccc(Cl)cc2)(c2ccc(Cl)cc2)C(=O)N1Cl,100,101,104,95,106,86,105,88,119
O=C(NN1C(=O)CSC12CCC(c1ccccc1)CC2)C1CC1 (stereo not drawn),110,115,83,97,105,86,94,94,93
CC(=O)OCC1O[C@@H](OC(C)=O)[C@@H](NC(=O)NS(=O)(=O)c2ccc(Cl)cc2Cl)C(OC(C)=O)[C@@H]1OC(C)=O (stereo partly drawn),96,112,99,105,106,74,105,97,108
C#CCOCC1CN(c2ccccc2)C(=O)O1 (stereo not drawn),111,114,112,98,94,90,115,98,93
COc1cc(OC)c2sc(-c3ccc(-n4cncc4-c4ccc(N)cc4)cc3)nc2c1,85,80,48,76,59,49,72,68,70
CN1CCN(c2nc(-c3csc(-c4ccncc4)n3)cc3ccccc23)CC1,53,65,46,70,49,71,66,60,76
Cc1nc(C#N)c(NCc2ccccc2O)o1,101,104,108,92,101,98,102,97,117
CC(O)Cc1c[nH]c(=O)[nH]c1=O (stereo not drawn),110,98,112,110,96,100,109,126,123
CC(=O)c1sc(/N=C2\NC(=O)/C(=C/c3cn(Cc4ccccc4)c4ccccc34)S2)nc1C,101,108,98,101,90,73,89,102,96
CCOC(=O)C(=O)CC(C)=O,104,109,103,105,97,91,107,107,95
CC(C)CNC(=S)N/N=C/c1ccc(N(C)C)cc1,102,104,93,101,92,94,98,83,112
COc1ccc(-c2nn(-c3cccc(Cl)c3)cc2-c2nc(N)[nH]c(=O)c2C#N)cc1,76,102,39,85,nt,30,57,76,110
CC1=C(CCN2CCN(c3ccccc3)CC2)C(=O)N2N=C(c3ccccc3)OC2N1 (stereo not drawn),94,100,101,97,90,74,91,91,115
C/C=C/C(=O)OC1CCCC1,93,112,102,97,98,99,102,95,99
COc1ccc(C2=Nc3c(N)ncnc3NC(c3cccc(Nc4ccnc5cc(C(F)(F)F)ccc45)c3)C2)cc1 (stereo not drawn),70,80,62,64,54,45,59,42,96
CCCCCCCCCCCCNc1ncnc2[nH]ncc12,77,86,55,80,88,78,nt,70,88
CC(NC(=O)OC(C)(C)C)C(=O)NC(Cc1ccccc1)C(=O)NCC(=O)Oc1c(Cl)c(Cl)c(Cl)c(Cl)c1Cl (stereo not drawn),104,108,105,101,94,81,98,89,110
COC(=O)C(Cc1ccccc1)N1CC(=O)N2[C@@H](c3ccccc3)SC[C@H]2C1=O (stereo partly drawn),108,108,99,107,99,94,105,100,113
O=C1OC(=O)C2C3CCC(O3)C12 (stereo not drawn),108&95,121&108,110,111,105&92,121&92,107&101,93&86,103&96
Oc1ccccc1CNCc1ccccc1,109,108,nt,106,101,82,105,92,97

# The list continues:
# Codes – A = SF-539; B = DU-145; C = SF-295; D = SN12C; E = U251; F = UO-31; G = 786-0; H = PC-3; I = TK-10
canonical_smiles: Oc1ccccc1-c1nn(-c2ccccc2)cc1-c1nc2ccccc2o1
  A: 103	B: 110	C: 102	D: 95	E: 96	F: 74	G: 113	H: 72	I: nt
canonical_smiles: CO[C@@H]1[C@H](O)c2coc3c2[C@@](C)(c2ccc4c(c2C3=O)CCC4=O)[C@@H]1O
  A: 105	B: 100	C: 99	D: 95	E: 88	F: 82	G: 98	H: 82	I: 98
canonical_smiles: COc1ccc(CSc2nc3ccc(C)cc3c(=O)n2Cc2ccccc2)cc1
  A: 97	B: 113	C: 95	D: 93	E: 97	F: 75	G: 110	H: 80	I: 122
canonical_smiles: COc1ccc(-c2[nH]c3ccccc3c2/C=C(\C#N)S(=O)(=O)c2ccccc2)cc1
  A: -31*	B: 12	C: -12*	D: 42	E: 24	F: nt	G: 22	H: 31	I: 92
canonical_smiles: COc1cc2c(cc1-c1c(C)noc1C)ncc1nc(C3CCC(F)(F)CC3)n([C@@H](C)COC(F)F)c12
  A: 31	B: 67	C: 48	D: 58	E: 50	F: 3.6*	G: 43	H: 37	I: 27
canonical_smiles: COc1ccc(N2N=C(c3ccc4c(c3)OCO4)CC2c2cccc(NC(=O)CCNS(=O)(=O)c3ccc(OC)cc3)c2)cc1 (stereo not drawn)
  A: 77	B: 85	C: 63	D: nt	E: 62	F: 61	G: 67	H: 58	I: 75
canonical_smiles: O=c1c(F)cn2c(=O)n1Cc1ccccc1C2
  A: 87	B: 117	C: 116	D: 97	E: 91	F: 81	G: 100	H: nt	I: 88
canonical_smiles: COc1ccc(NC(=O)CC(C)=O)c(OC)c1
  A: 127	B: 96	C: 116	D: 109	E: 105	F: 98	G: 103	H: 95	I: 153
canonical_smiles: O=c1[nH]c(CN/N=C/c2ccc(O)cc2)nc2ccccc12
  A: 97	B: 107	C: 98	D: 99	E: 102	F: 88	G: 103	H: 99	I: 117
canonical_smiles: Cc1ccc[n+](CC(=O)c2cccc3ccccc23)c1
  A: 93	B: 115	C: 97	D: 102	E: 106	F: 90	G: 94	H: 101	I: nt
canonical_smiles: O=C1CN(C2=Nn3c(nnc3-c3cc(C(F)(F)F)cc(C(F)(F)F)c3)SC2)CCN1
  A: 101	B: 116	C: nt	D: 100	E: nt	F: 82	G: 111	H: 91	I: 109
canonical_smiles: FC(F)(F)c1cc(-c2nnc3n2NC(=NC2CC2)CS3)cc(C(F)(F)F)c1
  A: 101	B: 115	C: nt	D: 101	E: 100	F: 94	G: nt	H: 95	I: 115
canonical_smiles: COc1ccc(-c2cc(-c3c(C)oc4cc5occc5c(OC)c4c3=O)[nH]c(=O)c2C#N)cc1OC
  A: 104	B: 107	C: 105	D: 101	E: 97	F: 91	G: 106	H: 97	I: 104
canonical_smiles: C[C@@H]1CN(c2ccc3ncc(C#Cc4cncc(C(=O)Nc5ccc(CN6CCN(C)CC6)c(C(F)(F)F)c5)c4)n3n2)C[C@H](C)O1
  A: -96*	B: -98*	C: 0.6*	D: -27*	E: -98*	F: -88*	G: -75*	H: 0.8*	I: -91*
canonical_smiles: O=CN1N=C(c2ccc(Cl)cc2)CC1c1cn(-c2ccccc2)nc1-c1ccc(Cl)cc1 (stereo not drawn)
  A: 92	B: 106	C: 103	D: 98	E: 86	F: 101	G: 99	H: 91	I: 105
canonical_smiles: O=C(O)CCCCC1CCCCC1
  A: 95	B: 109	C: nt	D: 99	E: 100	F: 84	G: 102	H: 116	I: 111
canonical_smiles: O=C1NC(=O)/C(=C/C=C/c2ccccc2)S1
  A: -6.4*	B: 50	C: 14	D: 51	E: 17	F: 34	G: 1.5*	H: 87	I: 92
canonical_smiles: COc1ccc(C2=C(c3ccccc3)C(=O)C(c3ccccc3)=C2c2ccccc2)cc1
  A: 99	B: 71	C: 83	D: 66	E: 53	F: 52	G: 75	H: 44	I: 89
canonical_smiles: COc1ccc(-n2c(SCC(=O)NNC(=S)NC(=O)c3ccccc3)nc3ccc(Cl)cc3c2=O)cc1
  A: 101	B: 88	C: 64	D: 82	E: 65	F: 79	G: 100	H: 89	I: 99
canonical_smiles: C=CCN1C(=O)c2cccc3c(N4CCCC4)ccc(c23)C1=O
  A: 93	B: 100	C: 83	D: 96	E: 90	F: 89	G: 90	H: 77	I: 92

# Quoted from the listing.
# c1ccc(CCc2ccccn2)cc1 in 786-0 → 106
# Oc1ccccc1CNCc1ccccc1 in SN12C → 106

# (further entries)
# Codes – A = SF-539; B = DU-145; C = SF-295; D = SN12C; E = U251; F = UO-31; G = 786-0; H = PC-3; I = TK-10
canonical_smiles: C=C1[C@]2(C(=O)OC)C3OC3(C)C(O)[C@@]1(C)CC1[C@@]3(C)CC[C@H](O)C(C)(C)C3CC[C@]12C (stereo partly drawn)
  A: 109	B: 112	C: 103	D: 91	E: 107	F: 86	G: 109	H: 90	I: 105
canonical_smiles: O=C(/C=C/CN1CCOCC1)Nc1cc2c(Nc3ccc(F)c(Cl)c3F)ncnc2cc1OCCOC(F)F
  A: 63	B: 40	C: 72	D: 34	E: 81	F: 23	G: 39	H: 46	I: 34
canonical_smiles: O=C1CC2(CCCCC2)CC(=O)N1
  A: 99	B: 110	C: 103	D: 105	E: nt	F: 91	G: 100	H: 99	I: 102
canonical_smiles: COC(=O)C1(C(C)C(=O)c2ccccc2)NC(=S)NC(=O)C1C#N (stereo not drawn)
  A: 99	B: 112	C: 98	D: 100	E: 109	F: 89	G: 103	H: 106	I: 108
canonical_smiles: O=[N+]([O-])c1ccccc1C(O)Cc1ccccn1 (stereo not drawn)
  A: 99	B: 126	C: nt	D: 97	E: 112	F: nt	G: 101	H: 100	I: 113
canonical_smiles: COc1cc(NCCCCCCN)c2ncccc2c1
  A: 108	B: 119	C: nt	D: 102	E: 109	F: 74	G: 107	H: 88	I: 95
canonical_smiles: COc1ccc(C(=O)c2ccc(C)cc2)c(OC)c1OC
  A: 77	B: 90	C: 75	D: 92	E: 61	F: 73	G: 107	H: 87	I: 98
canonical_smiles: COC(=O)C1=C(C)NC(C)=C(C(=O)OC)C(N2C(=O)CCC2=O)C1 (stereo not drawn)
  A: 103	B: 90	C: 118	D: 89	E: 88	F: 82	G: 99	H: 85	I: 123
canonical_smiles: O=C1CCCCN1CCCCC#Cc1ccccc1C#Cc1ccccn1
  A: 103	B: 109	C: 109	D: 106	E: 89	F: 42	G: 102	H: 95	I: 136

# 4 of the compounds above, as labelled records.
COc1cc(NCCCCCCN)c2ncccc2c1
  SF-539 = 108; DU-145 = 119; SF-295 = nt; SN12C = 102; U251 = 109; UO-31 = 74; 786-0 = 107; PC-3 = 88; TK-10 = 95

COc1ccc(C(=O)c2ccc(C)cc2)c(OC)c1OC
  SF-539 = 77; DU-145 = 90; SF-295 = 75; SN12C = 92; U251 = 61; UO-31 = 73; 786-0 = 107; PC-3 = 87; TK-10 = 98

COC(=O)C1=C(C)NC(C)=C(C(=O)OC)C(N2C(=O)CCC2=O)C1 (stereo not drawn)
  SF-539 = 103; DU-145 = 90; SF-295 = 118; SN12C = 89; U251 = 88; UO-31 = 82; 786-0 = 99; PC-3 = 85; TK-10 = 123

O=C1CCCCN1CCCCC#Cc1ccccc1C#Cc1ccccn1
  SF-539 = 103; DU-145 = 109; SF-295 = 109; SN12C = 106; U251 = 89; UO-31 = 42; 786-0 = 102; PC-3 = 95; TK-10 = 136

# Random draw from the library; any-hit rate near 10%.
